PHOSPHO1 inh = PHOSPHO1 (human) inhibition | inhibition, % at 13.3 µM | AID 1565 | actives 1.1% (n = 290,000) | recombinant PHOSPHO1, absorbance phosphatase assay; in the data active = inhibition above about 60%
Target sequence (Q8TCT1 whole entry, looked up): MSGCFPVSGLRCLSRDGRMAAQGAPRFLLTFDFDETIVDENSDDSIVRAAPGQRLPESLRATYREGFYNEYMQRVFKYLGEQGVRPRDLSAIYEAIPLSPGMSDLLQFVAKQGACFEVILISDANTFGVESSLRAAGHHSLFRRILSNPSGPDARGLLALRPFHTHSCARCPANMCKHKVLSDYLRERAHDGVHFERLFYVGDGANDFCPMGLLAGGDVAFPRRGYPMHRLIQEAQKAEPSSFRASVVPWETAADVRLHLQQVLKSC
DNA FID counter = counter-screen for HCV NS3 helicase inhibitors: DNA intercalator displacement; AID 1845; inhibition, % at 7.9 µM; actives 0.17% (n = 290,000); DNA fluorescent intercalator displacement, fluorescence; in the data active = inhibition above about 37%;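 also: 0% = vehicle and 100% = reference compound; higher means more ethidium bromide displaced from hairpin DNA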
p-CIP stab down = compounds decreasing mouse p/CIP protein stability. Q05BA5. F442A p/CIP-EGFP cells, EGFP fluorescence, 16 h. decrease of EGFP signal, % at 10 µM. actives 0.01% (n = 290,000). AID 1984;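 active = EGFP signal decrease of at least 30% at 10 µM or well 3 SD below plate mean, unless failing retest; inactive = the rest, including hits failing retest or dose response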; also: some compounds called inactive have numbers as strong as hits; many of its hits are not listed in these tables
VIM-2 inhibitor = blocks Pseudomonas aeruginosa VIM-2 metallo-beta-lactamase. purified VIM-2, nitrocefin hydrolysis, epi-absorbance fluorescence. inhibition, % at 5.6 µM. actives 0.89% (n = 290,000);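 active = inhibition above the mean of all tested compounds plus 3 SD, cutoff set per screening run, cut at about 7.5% in these data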;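 also: red hydrolysis product quenches plate fluorescence so inhibitors raise well fluorescence; 0% = enzyme with DMSO and 100% = DMSO without enzyme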
MEKK3 PB1 HTS = MEKK3-MEK5 PB1 interaction, increase or decrease; Q99759; binding response (% of control), % at 10 µM; AID 1529; actives 1.4% (n = 290,000); bead-based flow cytometry, Alexa488-MEK5 binding to MEKK3; actives lie on both sides; 0 = blocked by unlabeled MEK5, 100 = vehicle;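 active = binding response more than 3 SD above or below the average of its plate-row segment, actives on both sides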;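 also: Alexa488 bead fluorescence after subtracting the streptavidin-only scavenger bead signal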
Target sequence (Q99759 whole entry, looked up): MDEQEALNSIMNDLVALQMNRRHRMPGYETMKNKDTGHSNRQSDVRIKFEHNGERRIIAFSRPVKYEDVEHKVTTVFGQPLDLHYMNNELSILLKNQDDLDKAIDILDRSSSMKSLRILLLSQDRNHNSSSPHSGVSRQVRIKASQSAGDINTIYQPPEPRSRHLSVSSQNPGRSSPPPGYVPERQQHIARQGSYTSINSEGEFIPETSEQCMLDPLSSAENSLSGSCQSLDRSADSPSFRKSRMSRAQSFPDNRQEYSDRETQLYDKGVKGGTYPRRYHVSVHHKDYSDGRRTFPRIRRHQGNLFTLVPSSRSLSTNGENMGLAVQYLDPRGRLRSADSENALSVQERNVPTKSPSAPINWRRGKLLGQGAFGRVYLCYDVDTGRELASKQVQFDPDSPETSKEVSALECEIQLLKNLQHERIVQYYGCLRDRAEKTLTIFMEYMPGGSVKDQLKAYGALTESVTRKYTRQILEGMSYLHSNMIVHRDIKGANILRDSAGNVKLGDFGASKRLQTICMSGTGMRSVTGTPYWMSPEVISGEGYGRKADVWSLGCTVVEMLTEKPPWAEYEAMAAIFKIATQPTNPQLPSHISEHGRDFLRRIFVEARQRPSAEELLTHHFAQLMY
IDE cell activ = IDE (human) activation, cell-based; P14735; HEK cells, FAbeta-B cleavage, fluorescence polarization; 0% vehicle, 100% cell-free pure enzyme wells; activation, % at 5.96 µM; actives 0.073% (n = 340,000); AID 493087;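 active = activation above the mean of all tested compounds plus 3 SD, set per screening campaign, cut at about 17% in these data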
NS3 helicase inh = inhibitors of Hepatitis C virus NS3 helicase; NS3 helicase DNA unwinding, Cy5 molecular beacon fluorescence; inhibition, % at 10.9 µM; actives 0.56% (n = 290,000);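 active = inhibition above the mean of all tested compounds plus 3 SD, set per campaign, cut at about 35% in these data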;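 also: 0% = DMSO wells and 100% = thioflavine S control wells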
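System: HCV NS3 helicase fragment; control set: DMSO and thioflavine S; technique: Cy5 fluorescence at 0 and 60 min, beacon hairpin quenching; reagent: beacon DNA duplex substrate plus ATP; replicates: singlicate; schedule: 1 h reaction at 25 °C, ATP-initiated; medium: MOPS buffer pH 6.5 with MgCl2, DTT, Tween20, BSA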
IMP-1 inhibitor = blocks Pseudomonas aeruginosa IMP-1 metallo-beta-lactamase | purified IMP-1, nitrocefin hydrolysis, epi-absorbance fluorescence | inhibition, % at 5.6 µM | actives 0.45% (n = 290,000) | AID 1556;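 active = inhibition above the mean plus 3 SD of all compounds in the same screening run, cut at about 4.5% in these data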;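 also: 0% = IMP-1 with DMSO and 100% = DMSO wells lacking enzyme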
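System: Purified recombinant IMP-1 metallo-beta-lactamase enzyme | Measured by: Fluorescence quenching readout, ex 480/em 530 nm | Replication: Singlicate | Incubation: 15 min preincubation plus 25 min reaction at 25 °C | Evaluation: Percent inhibition from optical density relative to buffer-blank wells | Benchmarks: DMSO with and without IMP-1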
SUMO HTRF inh = inhibitors of human SUMOylation (UBC9); P63279; HTRF SUMOylation assay, SAE1/SAE2 + UBC9, in vitro; inhibition, % at 35 µM; actives 0.36% (n = 290,000); AID 2006; in the data active = inhibition above about 50%, passing the limit was not always enough; also: strong numbers were not always called active
Target sequence (P63279 whole entry, looked up): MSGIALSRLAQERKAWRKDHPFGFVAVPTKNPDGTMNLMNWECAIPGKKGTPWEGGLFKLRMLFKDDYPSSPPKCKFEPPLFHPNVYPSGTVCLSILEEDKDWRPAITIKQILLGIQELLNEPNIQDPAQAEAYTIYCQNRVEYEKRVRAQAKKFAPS
The depositor's hits bear a star; nt = no result given; & = joins results of further samples. Some of the compounds tested; rates above refer to the full screens.

SMILES	PHOSPHO1 inh	DNA FID counter	p-CIP stab down	VIM-2 inhibitor	MEKK3 PB1 HTS	IDE cell activ	NS3 helicase inh	IMP-1 inhibitor	SUMO HTRF inh
O=C1CCN(C(=O)C(Cl)Cl)N1	16	4	2	-2.6	112	5	-1	-2.6	21
O=P(Nc1ccccc1Cl)(c1ccccc1)c1nc2c(s1)CCCC2 (centres undefined)	-4	-32	5	-3.3	105	3	-2	-0.3	-18
CN1C(=O)/C(=C\c2ccc(N3CCCCC3)o2)C(=O)NC1=S	-2	1	-66	-0.9	100	-14	0	-0.5	-4
COc1ccc2oc3c(c2c1)NC(=O)CN=C3c1ccccc1	39	-17	-6	-2.1	91	-4	-1	-0.3	28
O=C(Cc1ccc(Br)cc1)N1CCN(Cc2ccccc2)CC1	-20	-17	-5	-3.4	107	1	3	0.3	-3
Cn1c(O)c(C=NCCN2CCNCC2)c(=O)n(C)c1=O	3	-1	-12	-1.2	112	-5	4	-3.8	23
CC(C)n1c(=O)c(C=Nc2ccc(F)cc2)c(O)n(Cc2ccco2)c1=O	3	-43	-16	-7.3	103	-1	48*	-1.6	12
CN1CCC(OC(=O)C2c3ccccc3Oc3ccccc32)CC1	7	10	-2	-3.1	103	11	1	-4.6	-2
CC1(C)CN=C(NCc2ccccc2Cl)S1	0	18	-1	-2.2	102	9	-12	-5.8	1
O=P1(NC2CCCC2)COc2ccccc2OC1	40	-4	-16	-1.2	100	5	3	-2.6	-26
O=C(Cn1ncc2c3ccccc3n(Cc3ccccc3F)c2c1=O)N1CCC2(CC1)OCCO2	-2	-13	2	-4.0	97	3	1	-3.0	-2
Cc1cc(OCC(=O)N2CCC(C(=O)O)CC2)c2c3c(c(=O)oc2c1)CCC3	29	-16	1	5.6	100	0	25	2.4	22

Among those listed so far, these have a Cl atom.
SMILES	PHOSPHO1 inh	DNA FID counter	p-CIP stab down	VIM-2 inhibitor	MEKK3 PB1 HTS	IDE cell activ	NS3 helicase inh	IMP-1 inhibitor	SUMO HTRF inh
O=C1CCN(C(=O)C(Cl)Cl)N1	16	4	2	-2.6	112	5	-1	-2.6	21
O=P(Nc1ccccc1Cl)(c1ccccc1)c1nc2c(s1)CCCC2 (centres undefined)	-4	-32	5	-3.3	105	3	-2	-0.3	-18
CC1(C)CN=C(NCc2ccccc2Cl)S1	0	18	-1	-2.2	102	9	-12	-5.8	1

Later entries:
SMILES	PHOSPHO1 inh	DNA FID counter	p-CIP stab down	VIM-2 inhibitor	MEKK3 PB1 HTS	IDE cell activ	NS3 helicase inh	IMP-1 inhibitor	SUMO HTRF inh
CC(C)C[C@H](NC(=O)[C@@H]1CCCN1C(=O)[C@@H](N)Cc1ccc(O)cc1)C(=O)NCC(N)=O	-16	-6	-7	-1.2	88	7	-4	-2.7	12
CN1CCN(C(=O)Cc2ccccc2)CC1	27	-6	-9	-3.6	105	5	2	-2.1	15
COc1cccc(CCNCc2cccc(C(F)(F)F)c2)c1	-60	35	-4	-1.2	104	7	-6	-4.6	-3
CCN(CCNc1ccc([N+](=O)[O-])c2cccnc12)S(=O)(=O)c1ccc(Cl)cc1	46	7	3	0.6	101	3	12	-1.5	-30
C[C@H]1CCCC(=O)CCC/C=C/c2cc(O)cc(O)c2C(=O)O1	-16	-13	-11	-1.6	97&110	2	-3	-1.3	13
COC(=O)C1=Nc2ccccc2/C1=C\c1c(O)n(-c2ccc(OC)cc2)c(=O)[nH]c1=O	-3	-12	0	-2.7	76	4	24	-0.8	-7
Clc1ccc(OCC#CCN2CCCCCC2)cc1	51	5	-4	0.0	104	3	-4	-1.2	9
CC(ON1CC1(C(F)(F)F)C(F)(F)F)(C(N)=O)C(N)=O (centres undefined)	15	2	-11	-0.8	92	2	5	-1.8	-3
O=C(Nc1cccc(Cl)c1)OC1CN2CCC1CC2 (centres undefined)	-6	4	-9	-0.9	110	1	-7	-2.6	-20
COc1cccc(N2CCN(Cc3ccc(Cl)cc3)CC2)c1	-22	-3	-6	-0.6	106	-5	-7	0.5	-9
COc1ccc(C(C)=O)cc1CC(C(=O)c1ccc(Br)cc1)N(C)C (centres undefined)	-8	1	-4	1.8	100	4	-9	6.0*	-13
COc1ccc(-n2c(C)cc(C(=O)C[N+]34CCN(CC3)CC4)c2C)cc1	-15	1	-8	-1.6	100	-1	5	-2.4	10
CCc1ccc(N2C(=O)NC(=O)/C(=C\c3cc(C)n(-c4cc(C(=O)O)cc(C(=O)O)c4)c3C)C2=O)cc1	11	-17	-3	2.6	102	1	40*	2.3	10
O=c1c2ccccc2nc(-c2ccccc2F)n1-c1ccccc1	-31	-10	10	-0.6	98	2	-18	-0.6	-1
Cc1cccc(N2CCN(CCc3ccccc3)CC2)c1C	20	8	-9	1.8	nt	7	-18	-0.5	-24
CC1(C)C2([N+](=O)[O-])CN3CC1([N+](=O)[O-])CN(C2)C3c1ccccn1 (centres undefined)	46	-7	2	-2.6	97	6	-10	-4.0	14
Cc1[nH]c2ccccc2c1C(=O)C(=O)N1CCC2(CC1)OCCO2	-20	-4	6	-2.5	104	3	-12	-1.4	1
O=c1[nH]c(=O)n(C2CCCCCC2)c(O)c1C=NCC1CCCO1 (centres undefined)	6	-17	8	-3.1	96	-6	-2	-0.8	6
O=C1NC(=O)C(=Cc2cc([N+](=O)[O-])ccc2N2CCCCC2)C(=O)N1	-3	0	8	0.9	80	0	-15	-0.3	13
CCCCn1c(=O)c(C(=O)NCc2ccncc2)c(O)c2ccccc21	1	-6	-32	-2.7	103	-1	3	-2.2	-6
CN1C2CCC1CC(OC(=O)c1ccc([N+](=O)[O-])cc1)C2 (centres undefined)	14	4	1	-2.1	99	6	2	-2.8	-2
COc1ccc(F)cc1C(=O)C1CCCN(Cc2cnc(C)s2)C1 (centres undefined)	24	-5	-17	-1.5	102	-2	5	-1.6	17
COc1cccc(C2CC3C(=O)C=CC2N3Cc2ccccc2)c1 (centres undefined)	-4	-4	-8	-2.8	157*	1	7	-1.9	-2
O=C(c1ccc(CS(=O)(=O)c2ccccc2)o1)N1CCC2(CC1)OCCO2	-18	-9	-15	2.1	99	4	8	-2.3	20
O=C(c1ccc2c(c1)OCO2)C1CCCN(Cc2ccc(F)c(F)c2)C1 (centres undefined)	58	5	-8	-1.5	97	-5	-10	-5.2	5
CN(C)C(=O)Oc1ccc2c(c1)O/C(=C\c1cccc([N+](=O)[O-])c1)C2=O	23	2	2	-3.5	104	3	5	-1.8	-1
CN(C)CCN=Cc1c(O)n(C2CCCCCC2)c(=O)[nH]c1=O	-36	0	13	-2.5	101	-1	8	-1.8	9
COc1cc2c(cc1O)C[C@H]1NCCc3cc4c(c-2c31)OCO4	57	38*	0	2.1	97	-2	17	-2.6	3
CC(C)N1CCC2(CC1)NC(CO)(CO)CO2	11	2	-10	-3.2	102	0	2	-3.9	12
COC1=CC(=O)OC(/C=C/c2ccccc2)C1 (centres undefined)	6	-4	2	-0.6	86	5	-4	-1.3	-7
COC(=O)c1nc(-c2ccc3c(n2)C(=O)C(N)=C(OC)C3=O)c(N)c(-c2ccc(OC)c(OC)c2O)c1C	38	-34	-2	-2.2	93	-8	5	-3.8	49
CCC(=NCc1ccco1)c1c(O)n(-c2ccccc2)c(=O)[nH]c1=O	6	-9	-1	-0.7	103	1	1	1.9	12
Cc1ccccc1-n1c(O)c(C=Nc2ccc3c(c2)OCO3)c(=O)[nH]c1=O	-7	-12	-17	-1.8	96	2	37*	-3.2	7
C/C(=N\N1CCCCCC1)c1c(O)n(-c2ccccc2C)c(=O)[nH]c1=O	40	-28	-3	-3.7	111	8	-4	-3.5	12
C=CCn1c(O)c(/C(C)=N/N2CCN(C)CC2)c(=O)[nH]c1=O	25	-5	-4	6.6	101	4	-11	-2.8	0
COc1ccc(P2(=O)Nc3ccccc3N2)cc1	20	0	-14	-2.4	103	2	0	-6.3	11
CCN1CCN(c2ccc([N+](=O)[O-])cc2C#N)CC1	40	-4	-2	-2.5	99	4	-1	-3.3	9
O=P(/C(=N/O)N1CCOCC1)(N1CCOCC1)N1CCOCC1	-14	-3	4	-0.8	99	2	-5	-1.0	7
S=C=Nc1ccccn1	61*	-1	4	0.0	104	1	2	-1.5	1
O=C(N/N=C/c1c(O)n(CCc2ccccc2)c(=O)[nH]c1=O)c1ccncc1	-3	-20	-4	-4.0	101	-6	13	-6.4	-1
CCC(=NCc1ccco1)c1c(O)n(-c2ccc(C)cc2)c(=O)[nH]c1=O	-5	-10	-12	-1.9	107	-5	4	-0.7	31
Cc1cccc(C)c1NC1=NCCCS1	-6	-2	-12	1.4	116	-3	-9	-1.8	6
CC(C)COc1ccc(Cc2c(O)[nH]c(=S)[nH]c2=O)cc1	29	-2	1	-0.1	103	8	21	2.4	1
COc1cccc(Oc2coc3cc(OC(=O)N(C)C)ccc3c2=O)c1	36	-24	2	-3.2	107	4	8	-3.3	4
O=C(O)C1C2CCC(O2)C1C(=O)Nc1ccc(F)c(F)c1 (centres undefined)	44	3	-4	-0.4	102	-4	-3	4.0	7
COc1ccc(-n2c(O)c(/C(C)=N/Nc3ccccc3)c(=O)[nH]c2=O)cc1	-2	-11	-14	-2.7	104	-1	1	-1.7	3
Cc1c(C)c2ccc(OCC(=O)N3CCC(C(=O)O)(c4ccccc4)CC3)c(C)c2oc1=O	-101	-24	-1	1.0	99	8	2	-3.5	10
CCC(=Nc1ccccc1N)c1c(O)[nH]c(=O)[nH]c1=O	6	1	-10	-6.0	100	2	-4	-1.5	20
CCc1ccc(-n2c(O)c(/C=N/NC(=O)c3ccncc3)c(=O)[nH]c2=O)cc1	1	-13	-13	-3.4	104	3	9	13*	6
COc1cccc(CN2CCCC(C(=O)c3ccccc3SC)C2)c1O (centres undefined)	13	3	7	-1.8	102	4	-10	-2.2	-8
CCCC(C)C1C(C#N)=C(N)Oc2c1c(=O)oc1ccccc21 (centres undefined)	-23	1	-5	-2.1	97	-2	-10	-0.2	-14
CN1CCN(c2cc(N3CCNCC3)ccc2[N+](=O)[O-])CC1	0	15	-10	3.0	100	4	-6	-2.2	11
CCOP(=O)(OCC)C(O)c1ccc(OC)cc1OC (centres undefined)	23	-3	-8	-0.2	100	5	3	0.0	-2
CC(=NCC1CCCO1)c1c(O)n(-c2ccc(Cl)cc2)c(=O)[nH]c1=O (centres undefined)	-3	-9	-17	-1.9	104	-3	0	-1.9	22
O=c1cc(CN2CC=C(c3ccccc3)CC2)c2c(ccc3ccccc32)o1	17	-6	-2	-1.3	99	2	28	0.7	5
CN(C)C1(c2nnnn2CCOC(=O)Nc2ccc(Cl)cc2)CCCCC1	46	-16	-3	-0.4	100	1	2	-2.1	-21
Cc1oc(-c2ccccc2)nc1CN1C(=O)C(C)N=C(c2ccccc2F)c2cc(Cl)ccc21 (centres undefined)	-16	-40	-5	-0.3	112	-1	-12	-2.7	-33

Shown with two lines to a compound: two of the compounds above.
Values run as follows: PHOSPHO1 inh, DNA FID counter, p-CIP stab down, VIM-2 inhibitor, MEKK3 PB1 HTS, IDE cell activ, NS3 helicase inh, IMP-1 inhibitor, SUMO HTRF inh
CCc1ccc(-n2c(O)c(/C=N/NC(=O)c3ccncc3)c(=O)[nH]c2=O)cc1
→ 1, -13, -13, -3.4, 104, 3, 9, 13*, 6
COc1cccc(CN2CCCC(C(=O)c3ccccc3SC)C2)c1O (centres undefined)
→ 13, 3, 7, -1.8, 102, 4, -10, -2.2, -8
